Source: PubChem
RPL19A TOR yeast: RPL19A-GFP expression modulators in yeast, primary screen, cell-based, S. cerevisiae, multiplex flow cytometry, MLPCN; S. cerevisiae RPL19A-GFP strain, 3 h; active compounds read low; percent response vs DMSO, % at 10 µM; actives 0.3% (n = 330,000); AID 2025, 2009;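 active = percent response vs DMSO below 50%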;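 note: median channel GFP fluorescence of the barcoded RPL19A-GFP strain; ratio of sample median GFP to plate DMSO average so 100% = DMSO; lower means less RPL19A-GFP as with rapamycin TOR inhibition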
AHR activator: AHR activators, primary screen, cell-based, luminescence, luciferase reporter, human | Aryl hydrocarbon receptor (Homo sapiens), P35869 | AHR-responsive luciferase reporter cells | activation, % at 5 µM | actives 2.5% (n = 320,000); in the data active = activation above about 47%;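 note: 0% = vehicle wells and 100% = reference agonist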
Target sequence (P35869 whole entry, looked up): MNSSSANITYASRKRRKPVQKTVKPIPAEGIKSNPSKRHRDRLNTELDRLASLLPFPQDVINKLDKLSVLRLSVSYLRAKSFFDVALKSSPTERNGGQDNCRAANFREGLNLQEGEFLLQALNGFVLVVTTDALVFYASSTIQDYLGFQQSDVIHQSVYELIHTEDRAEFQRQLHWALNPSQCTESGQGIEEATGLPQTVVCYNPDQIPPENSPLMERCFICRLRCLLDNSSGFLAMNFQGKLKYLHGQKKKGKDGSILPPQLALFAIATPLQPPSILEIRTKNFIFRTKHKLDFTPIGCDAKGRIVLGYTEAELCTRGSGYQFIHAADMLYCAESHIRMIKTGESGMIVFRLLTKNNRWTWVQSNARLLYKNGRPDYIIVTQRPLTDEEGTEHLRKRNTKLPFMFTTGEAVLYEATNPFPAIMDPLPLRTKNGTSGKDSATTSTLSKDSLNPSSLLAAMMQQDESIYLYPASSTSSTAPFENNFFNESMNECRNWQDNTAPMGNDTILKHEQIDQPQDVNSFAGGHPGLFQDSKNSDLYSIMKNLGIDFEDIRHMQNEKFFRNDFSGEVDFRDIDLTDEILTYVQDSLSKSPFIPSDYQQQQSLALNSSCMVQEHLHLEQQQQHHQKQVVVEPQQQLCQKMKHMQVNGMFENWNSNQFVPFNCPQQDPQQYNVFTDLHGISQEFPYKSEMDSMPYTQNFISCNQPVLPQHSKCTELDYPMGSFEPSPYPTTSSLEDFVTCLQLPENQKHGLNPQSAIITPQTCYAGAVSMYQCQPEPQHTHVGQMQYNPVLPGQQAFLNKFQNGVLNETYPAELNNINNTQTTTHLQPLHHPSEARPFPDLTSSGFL
CIT2-GFP yeast: modulators of CIT2-GFP expression in yeast, primary screen, S. cerevisiae, GFP fusion, multiplex flow cytometry, MLPCN library | S. cerevisiae CIT2-GFP strain, 3 h; 100 means same as DMSO wells | GFP response vs DMSO, % at 10 µM | actives 0.065% (n = 320,000) | AID 2029, 2009;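 active = GFP response relative to DMSO above a set limit, near the screen mean plus 3 SD, cut at about 150% in these data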;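 note: ratio of well median GFP fluorescence to mean of DMSO wells on the plate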
MEP2-GFP yeast: modulators of MEP2-GFP levels in yeast, primary screen, S. cerevisiae, multiplex flow cytometry, MLPCN library. S. cerevisiae MEP2-GFP strain, 3 h; 100% = DMSO control level. GFP response vs DMSO, % at 10 µM. actives 0.51% (n = 330,000);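 active = GFP response versus DMSO above a set limit, roughly screen mean plus 3 SD, cut at about 180% in these data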;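 note: median GFP fluorescence of the barcode-gated MEP2-GFP cells per well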
AGP1 TOR yeast: modulators of AGP1-GFP expression in yeast TOR pathway, primary screen, cell-based, multiplex flow cytometry, S. cerevisiae, MLPCN library | 3 h; GFP as percent of DMSO wells | GFP response vs DMSO, % at 10 µM | actives 0.02% (n = 320,000);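 active = GFP response relative to DMSO above a set limit, near screen average plus 3 SD, cut at about 150% in these data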;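 note: median GFP channel fluorescence of the gated AGP1 strain per well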
LAP4-GFP MLPCN: modulators of LAP4-GFP expression in yeast, primary screen, S. cerevisiae, multiplex flow cytometry, MLPCN library. 3 h; median GFP as percent of DMSO wells. GFP response vs DMSO, % at 10 µM. actives 0.34% (n = 320,000). AID 2023, 2009;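 active = GFP response vs DMSO above a set limit, about the screen mean plus 3 SD, cut at about 150% in these data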
Yeast superoxide: reduction of superoxide in aged yeast, primary screen, HTS | actives 0.18% (n = 330,000) | AID 2690, 2010 | S. cerevisiae aged cells, superoxide DHE fluorescence; active compounds read low | superoxide response (% of plate mean), % at 10 µM;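 active = superoxide response under a set limit, about three screen SD below normal, cut at about 65% in these data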;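 note: yeast aged for seven days with compound at 30 °C before DHE staining; 100% = average MFI of all compound-treated wells on the plate with controls excluded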
Efflux pump inh: inhibitors of Candida efflux pumps in yeast, primary screen, S. cerevisiae, Nile Red, multiplex | AID 485275, 2010 | inhibition, % at 10 µM | S. cerevisiae Candida pump triplex | actives 0.44% (n = 330,000);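 active = plate passing quality check with inhibition over a set limit, or well fluorescence over plate mean plus 4 SD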;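 note: Nile Red retained in pooled yeast measured as flow cytometry median fluorescence; 0% = buffer negative control and 100% = Enniatin B positive control; higher means more Nile Red kept so more efflux inhibition; some compounds called inactive have numbers as strong as hits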
Active calls of the source: *; / = not tested or not shown. Not a hit list, and some 3.9% of all compounds hit somewhere here.

SMILES	RPL19A TOR yeast	AHR activator	CIT2-GFP yeast	MEP2-GFP yeast	AGP1 TOR yeast	LAP4-GFP MLPCN	Yeast superoxide	Efflux pump inh
CC(C(=O)Nc1cccc([N+](=O)[O-])c1)N1CCN(C/C=C/c2ccccc2)CC1 (stereo not drawn)	114	5	117	109	126	111	76	0.2
NCCOc1ccccc1OCCN	105	1	95	107	103	101	117	0.0
Cc1cc(Cl)ccc1OCC(=O)NN1C(=O)C2C3C=CC(C3)C2C1=O (stereo not drawn)	97	0	106	95	102	106	98	0.4
O=C(CSc1ccc(Cl)cc1)OCc1nnc(-c2ccccc2)o1	94	0	94	90	92	81	100	0.0
CCCNC(=O)c1ccc(N(Cc2ccccc2)S(C)(=O)=O)cc1	99	-1	99	96	100	101	96	0.1
Cc1ccccc1C(=O)N1CCN(c2ccc(NC(=O)c3ccco3)cc2Cl)CC1	91	0	97	101	97	105	108	0.1
COC(=O)c1cccc(NC(=O)CN2CCC(NC(=O)c3cc(OC)c(OC)c(OC)c3)CC2)c1	97	5	98	100	98	101	88	0.0
Cc1ccc(CCNC(=O)C2CCN(S(=O)(=O)c3ccc4c(c3)CCC(=O)N4)CC2)cc1	99	-2	96	107	100	99	99	-0.1
O=C1C=C(c2ccccc2)OC(c2ccccc2)O1 (stereo not drawn)	100	1	103	109	99	111	90	0.0
CCN(CC)C(=O)COC(=O)c1ccc(C)c(NC(=O)c2ccco2)c1	96	4	102	76	87	103	76	0.0
COc1cc(C2C(C(C)=O)=C(O)C(=O)N2CCc2c[nH]c3ccccc23)ccc1O (stereo not drawn)	98	5	102	98	99	93	97	-0.1
O=C(CCN1CCOCC1)N1c2ccccc2Sc2ccc(Cl)cc21	87	3	85	89	84	81	96	-0.1
COc1cc(SC)ccc1C(=O)OCC(=O)NC1CCCC1	96	1	107	101	96	97	86	-0.1
CCn1c(C(O)c2ccccc2)nc2ccccc21 (stereo not drawn)	95	1	93	99	91	96	104	0.2
COc1ccc(-n2nc([N+](=O)[O-])c(=NCCc3ccc(C)cc3)n2O)cc1	106	19	101	107	91	93	107	0.2
O=[N+]([O-])c1ccc(/C([O-])=C(/C(=S)NCc2ccco2)[n+]2ccccc2)cc1	85	0	90	92	88	87	94	-0.1
Cc1cc(NC(=S)Nc2cccnc2)ccc1Br	93	28	98	109	97	107	102	-0.2
CCOc1cc(/C=N/NC(=O)C(=O)NCc2cccnc2)ccc1O	105	2	130	111	109	102	94	0.0
CS(=O)(=O)Nc1ccc(C(=O)Nc2ccc3ccccc3c2)cc1	109	10	105	111	109	98	100	-0.2
Cc1sc(NC(=O)c2ccco2)c(C(c2cccnc2)N2CCN(c3ccc(F)cc3)CC2)c1C (stereo not drawn)	98	3	93	115	106	96	101	0.2
COc1ccc(-n2ncc3c(SCC(=O)N4CCN(c5ccccc5OC)CC4)ncnc32)cc1	100	8	92	108	100	118	86	0.1
O=S(=O)(c1ccc2nnn(O)c2c1)N1CCCCC1	90	0	95	94	97	93	88	-0.3
Cc1nc(C)n(CCNS(=O)(=O)c2ccc(C)c(C)c2)n1	105	-3	107	107	103	100	101	0.0
COc1ccc(CSc2nc(O)cc(=O)n2CC(C)C)cc1F	103	-4	98	112	99	96	108	-0.1
O=C(c1ccco1)N1CCN(C(=O)c2cc3ccccc3oc2=O)CC1	107	1	103	108	97	81	121	0.2
COc1ccc(Cl)cc1NC(=O)CN1CCC(n2nnc3cc(C)ccc32)CC1	100	7	102	102	100	101	99	0.1
Cc1ccc(-c2nnn(CC(=O)N(Cc3ccc(F)cc3)C(C(=O)NC3CCCC3)c3ccncc3)n2)o1 (stereo not drawn)	102	1	98	98	102	101	111	0.2
COC(=O)CCC(NC(=O)c1cc(-c2ccc3c(c2)OCCO3)oc1C)C(=O)OC (stereo not drawn)	99	4	109	95	101	106	99	-0.1
Fc1cccc(Cl)c1Cn1nnc2c(NCc3ccccn3)ncnc21	97	19	101	101	103	97	96	-0.1
N/C(=N\OC(=O)c1ccccc1F)c1cccc([N+](=O)[O-])c1	102	4	108	108	95	103	97	-0.1
Cc1ccc(C(C)C)c(OCC(=O)NNC(=O)CC2OC(=O)c3ccccc32)c1 (stereo not drawn)	100	16	109	107	110	101	83	-0.1
CN1CCN(c2ccc(Cl)cc2NC(=O)c2ccc(=O)n(C)n2)CC1	95	37	102	100	87	95	98	-0.1
CCC(CC)C(=O)c1c[nH]c(C(=O)NCc2ccccc2)c1	104	4	97	99	99	91	98	-0.1
COc1cccc(C2CCCN2Cc2nc(CC3CC3)no2)c1 (stereo not drawn)	100	-1	97	97	99	97	89	0.1
O=C(Nc1cccs1)Nc1ccccc1Cl	92	45	104	96	92	86	86	-0.2
Cc1ccc(C(=O)NCCCn2ccnc2)cc1[N+](=O)[O-]	101	33	105	97	100	92	102	-0.1
CCC1CCCCN1C(=O)c1sc2nc(C)nc(N(CC)CC)c2c1C (stereo not drawn)	105	4	101	107	102	100	100	0.1
COc1ccccc1/C=C/CN1CCN(c2ccccc2)CC1	97	-2	100	98	101	100	96	0.3
O=C(N/N=C/c1ccoc1)c1cccc([N+](=O)[O-])c1	112	/	101	101	96	66	82	-0.1
CCc1nn(CC(=O)N2CCN(c3ccc(F)cc3)CC2)c(=O)c2cc3occc3n12	97	-1	98	99	102	108	92	-0.2

6 compounds already listed, sorted by count of non-hydrogen atoms, lowest first:
SMILES	RPL19A TOR yeast	AHR activator	CIT2-GFP yeast	MEP2-GFP yeast	AGP1 TOR yeast	LAP4-GFP MLPCN	Yeast superoxide	Efflux pump inh
O=C(Nc1cccs1)Nc1ccccc1Cl	92	45	104	96	92	86	86	-0.2
O=C(N/N=C/c1ccoc1)c1cccc([N+](=O)[O-])c1	112	/	101	101	96	66	82	-0.1
CCC(CC)C(=O)c1c[nH]c(C(=O)NCc2ccccc2)c1	104	4	97	99	99	91	98	-0.1
COc1cccc(C2CCCN2Cc2nc(CC3CC3)no2)c1 (stereo not drawn)	100	-1	97	97	99	97	89	0.1
CN1CCN(c2ccc(Cl)cc2NC(=O)c2ccc(=O)n(C)n2)CC1	95	37	102	100	87	95	98	-0.1
CCC1CCCCN1C(=O)c1sc2nc(C)nc(N(CC)CC)c2c1C (stereo not drawn)	105	4	101	107	102	100	100	0.1

Further results.
SMILES	RPL19A TOR yeast	AHR activator	CIT2-GFP yeast	MEP2-GFP yeast	AGP1 TOR yeast	LAP4-GFP MLPCN	Yeast superoxide	Efflux pump inh
CCc1ccc(Nc2n[n+](-c3ccccc3)c(-c3ccc(OCc4ccccc4)cc3)s2)cc1	94	20	68	92	76	109	103	0.2
CCc1ccc(C(=O)Nn2cnc3ccccc3c2=O)cc1	99	8	93	98	87	97	103	0.0
Cc1c(NC(=O)COC(=O)C23CC4CC(CC(Br)(C4)C2)C3)c(=O)n(-c2ccccc2)n1C	105	-2	100	98	104	111	93	0.0
O=C(CN1C(=O)NC2(CCCC2)C1=O)Nc1cc(Cl)ccc1N1CCCC1	99	2	94	100	97	96	109	0.1
COc1ccccc1-n1nnnc1SCc1cc2c(cc1Br)OCO2	98	12	112	106	80	99	94	0.1
CN1C(=O)[C@@H]2C[C@@]3([C@@]45C[C@H]6C(=O)N(C)[C@@H](Cc7ccccc7)C(=O)N6[C@@H]4Nc4ccccc45)c4ccccc4N[C@H]3N2C(=O)[C@@H]1Cc1ccccc1	99	4	129	94	94	155*	120	-0.1
Cn1cnc([N+](=O)[O-])c1Sc1nnc(-c2cccnc2)n1C	104	/	96	100	93	86	92	0.0
Cc1ccccc1N1C(=O)C2ON(c3ccccc3)C(c3cccnc3)C2C1=O (stereo not drawn)	104	0	106	109	114	103	104	0.1
COc1ccc(S(=O)(=O)Nc2cc(C)ccn2)cc1OC	101	1	101	99	97	93	80	-0.1
C/C(CC(=O)NC1CCCC1)=N\NC(=O)Cc1cccs1	97	10	97	104	107	101	200	0.2
CCOC(=O)C1=C(CS(=O)(=O)c2ccc(C)cc2)NC(=O)NC1c1ccc(O)c(OC)c1 (stereo not drawn)	98	-2	101	108	99	106	99	0.1
CCOC(=O)/C=C/[C@H]1CCc2cccc(C)c2O1	95	3	98	92	96	90	88	-0.1
O=C(NCC1CCCO1)c1ccc(Cl)c(S(=O)(=O)Nc2ccccc2)c1 (stereo not drawn)	107	3	99	111	102	105	91	0.6
O=C(NC(=S)NCc1cccnc1)c1ccc([N+](=O)[O-])cc1	97	25	97	102	97	98	105	-0.1
CC(=O)Nc1cccc(OCCCNC(=O)C2CCC2)c1	102	1	106	107	107	110	107	0.0
O=C(COC(=O)C1CC2CCCC(C1)C2=O)c1cccc(Br)c1 (stereo not drawn)	103	0	109	98	108	100	108	-0.1
O=C(N/N=C1/CC(c2ccccc2)Oc2ccccc21)C1CC1 (stereo not drawn)	105	30	107	109	108	94	80	-0.1
CC1CCN(C2=NC(=O)/C(=C/c3ccc(O)cc3)S2)CC1	99	-2	99	108	100	101	99	-0.1
O=c1c2ccccc2nc(/C=C/c2ccc([N+](=O)[O-])cc2)n1CCCO	105	7	96	107	101	111	94	0.1
CC(=O)c1cccc(S(=O)(=O)N2CCN(c3ccccc3F)CC2)c1	105	2	104	108	106	106	107	0.3
CCOC(=O)C1CCN(C(=O)C2CCN(c3nc4ccc(OC)cc4s3)CC2)CC1	99	1	90	103	99	107	103	-0.2
Cc1ccc(C)c(NC(=O)C(NCC(C)(C)N2CCOCC2)c2ccccc2)c1 (stereo not drawn)	102	2	105	103	107	98	90	-0.1
Cc1c(C(=O)NC(C)C)oc2c1-c1[nH]ncc1CC2	93	13	80	96	85	93	100	0.1
COc1cc(/C=C/C(=O)Nc2ccccc2C(F)(F)F)cc(OC)c1OC	96	8	93	96	94	/	102	0.1
Cc1cc(C)nc(SCc2nnc(SCC(=O)N3CCCc4ccccc43)n2C)n1	99	4	97	108	98	108	105	0.2
Cc1csc(Nc2nc(N)c(C(=O)Nc3ccccc3)o2)n1	105	30	102	105	104	94	95	-0.1
CC(C)(C)N(Cc1ccccc1)C(=O)CN1C(=O)c2ccccc2S1(=O)=O	99	1	101	107	101	106	102	-0.1
O=C(COC(=O)c1cccc(S(=O)(=O)NCc2ccccc2)c1)NC1CC1	101	0	103	100	106	118	85	-0.1
O=C(CSC1CS(=O)(=O)c2cc([N+](=O)[O-])ccc21)NNC(=O)c1ccccc1 (stereo not drawn)	95	-2	95	100	99	107	117	0.0
O=S(=O)(c1cccs1)N1CCN(CC(O)COc2cccc(Br)c2)CC1 (stereo not drawn)	97	0	96	102	101	110	99	0.1
Cc1ccc(C)c(NC(=O)CN(C)C(=O)c2oc3c(Cl)cccc3c2C)c1	103	2	101	107	104	105	65*	0.0
Cc1cc(C(F)(F)F)nn1CC(=O)Nc1ccc2c(c1)OCO2	98	16	98	92	102	94	100	-0.1
O=C(Oc1cccc2ccccc12)c1ccncc1	100	10	106	99	93	85	101	-0.2
CCn1cc(CNC(=O)C2CCC(=O)N(C3CCCCCC3)C2)cn1 (stereo not drawn)	101	-1	101	99	105	105	104	0.2
O=C1Cc2ccccc2C(=O)N1OCc1ccc(Cl)cc1Cl	91	4	78	92	95	104	102	0.2
COc1cccc(C2CC(C(F)(F)F)n3ncc(C(=O)NCC4CCCO4)c3N2)c1 (stereo not drawn)	116	-1	80	93	83	77	93	-0.1
COc1ccc(S(=O)(=O)Nc2c3ccccc3nc(=O)n2-c2ccccc2)cc1	101	38	94	93	98	104	86	-0.1
